Assay outcomes (PubChem BioAssay)
HMGR II inh = E. faecalis class II HMG-CoA reductase inhibition. purified E. faecalis HMGR, NADPH absorbance 340 nm kinetic. 190,000 compounds, 0.41% hits. inhibition, % at 10 µM;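 active means inhibition above a set limit, the median over all tested compounds plus 3 SD, cut at about 9.5% in these data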;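 further: enzyme runs in reverse so mevalonate oxidation gives rising NADPH absorbance; 0% = complete reaction with DMSO and 100% = background rate lacking mevalonate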
Diaph inh CS = counter-screen for diaphorase-based assays: diaphorase inhibitors and chemical oxidizers; diaphorase resazurin-to-resorufin fluorescence, NADH, 16 min; bacterial (C. kluyveri) enzyme, not human; inhibition, % at 20 µM; 190,000 compounds, 0.69% hits;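 active means primary screen inhibition at 20 µM above a set limit, cut at about 50% in these data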;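 further: plate controls were DMSO with full reaction for no effect and wells lacking NADH for full effect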
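Assay system: diaphorase enzyme from Clostridium kluyveri. Quantity: enzyme working solution with 0.14 U/mL diaphorase. Schedule: reaction incubation of 16 min at room temperature. Technique: resorufin fluorescence, excitation 544 nm, emission 590 nm. Controls: No-NADH positive control and DMSO neutral control.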
Diaph act CS = counter-screen for diaphorase-based assays: diaphorase activators and chemical reducers. activation factor at 20 µM. 190,000 compounds, 0.005% hits. Diaphorase/resazurin coupled assay, resorufin fluorescence, 16 min; stronger effect = higher value; 1 = vehicle wells, 0 = NADH-free wells;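 active means diaphorase activity raised at least twofold by the compound at 20 µM; inactive means activation factor below 2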
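test system = bacterial diaphorase enzyme (C. kluyveri) | quantity = enzyme 0.07 U/mL final | reagent = NADH substrate 0.114 mM plus resazurin dye 0.1 mM, final | incubation = 16 min enzyme reaction, ambient temperature | buffer or medium = HEPES pH 7.4 buffer with MgCl2 and Tween 20 | signal = fluorescence of resorufin, 544 nm excitation, 590 nm emission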
TNAP inh hiacc = blocks human TNAP under high phosphate acceptor concentration. P05186. purified TNAP, CDP-star luminescence, 1 M DEA. inhibition, % at 20 µM. 200,000 compounds, 0.03% hits. AID 1135;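 active means over 50% inhibition of tissue-nonspecific alkaline phosphatase at 20 µM in the single-dose screen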;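 further: plate controls were DMSO wells for no effect and EDTA-quenched wells as full inhibition for full effect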
Target sequence (P05186 whole entry, looked up): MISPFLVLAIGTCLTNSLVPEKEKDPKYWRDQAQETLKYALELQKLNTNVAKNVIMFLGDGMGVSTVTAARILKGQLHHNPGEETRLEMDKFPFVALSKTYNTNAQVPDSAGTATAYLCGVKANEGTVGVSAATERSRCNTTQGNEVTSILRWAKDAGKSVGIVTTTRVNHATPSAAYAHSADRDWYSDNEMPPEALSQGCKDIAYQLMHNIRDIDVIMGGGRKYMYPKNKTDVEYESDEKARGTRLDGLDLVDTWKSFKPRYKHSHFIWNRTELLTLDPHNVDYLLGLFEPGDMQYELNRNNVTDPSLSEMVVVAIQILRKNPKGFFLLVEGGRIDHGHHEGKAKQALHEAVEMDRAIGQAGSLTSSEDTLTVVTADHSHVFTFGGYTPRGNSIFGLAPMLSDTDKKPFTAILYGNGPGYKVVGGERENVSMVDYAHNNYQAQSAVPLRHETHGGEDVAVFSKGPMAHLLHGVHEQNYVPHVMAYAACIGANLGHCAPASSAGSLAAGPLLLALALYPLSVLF
FLuc act counter = firefly luciferase counter-screen for stimulation assays; P08659; ATPlite luciferase biochemical, luminescence, 10 min; 0 = ATP-free wells, 1 = DMSO control; activation factor at 10 µM; 200,000 tested, under 10 active; AID 1027;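 active means luciferase activation factor, scaled between plate controls, of at least 2 with compound at 10 µM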
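Assay system – cell-free luciferase reagent · Medium – PBS-based ATP solution · Dosing – test compounds dosed from 2 mM stocks in 100% DMSO · Timing – 10 min, room temperature · Technique – light output (luminescence) · Measure – luminescence gain marking luciferase activators · Controls – No-ATP low control, compound-free enzyme-plus-ATP high control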
TNAP inh noacc = TNAP (human) inhibition, acceptor-free conditions; purified TNAP, CDP-star luminescence, 30 min; 200,000 compounds, 0.26% hits; P05186; inhibition, % at 20 µM;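 active means tissue-nonspecific alkaline phosphatase inhibition above about 50% at 20 µM in the single-dose screen, limit read from the data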;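 further: 0% = DMSO negative control and 100% = EDTA positive control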
PMI act hi M6P = increases human PMI activity with near-saturating mannose 6-phosphate; P34949; activation factor at 20 µM; 190,000 compounds, 0.34% hits; coupled PMI enzyme assay, resazurin fluorescence, 20 min; stronger effect = higher value; 1 = untreated enzyme, 0 = substrate-free blank; AID 1216;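 active means activation factor of 2 or more at 20 µM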
Target sequence (P34949 whole entry, looked up): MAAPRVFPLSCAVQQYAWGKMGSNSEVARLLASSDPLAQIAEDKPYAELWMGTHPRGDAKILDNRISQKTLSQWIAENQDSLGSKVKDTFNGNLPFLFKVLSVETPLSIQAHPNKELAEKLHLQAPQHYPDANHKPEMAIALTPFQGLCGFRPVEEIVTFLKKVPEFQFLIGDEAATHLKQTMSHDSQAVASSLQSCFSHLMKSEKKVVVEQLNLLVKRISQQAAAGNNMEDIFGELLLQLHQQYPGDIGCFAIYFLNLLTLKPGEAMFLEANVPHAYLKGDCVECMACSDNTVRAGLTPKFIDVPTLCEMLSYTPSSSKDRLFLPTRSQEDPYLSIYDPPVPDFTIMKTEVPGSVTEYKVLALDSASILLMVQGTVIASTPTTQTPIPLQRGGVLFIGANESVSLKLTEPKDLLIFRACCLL
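assay system = human phosphomannose isomerase with PGI, G6PDH, diaphorase coupling enzymes | quantity = 15 ng/mL PMI | incubation = enzyme reaction with compound 20 min at room temperature | medium = HEPES pH 7.4 buffer with MgCl2 and Tween-20 | compound dosing = one concentration, 20 µM, in 1% DMSO | measured by = Diaphorase-driven resazurin-to-resorufin fluorescence, excitation 544, emission 590 nm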
TNAP act hi DEA = increases human TNAP activity under high phosphate acceptor concentration. P05186. purified TNAP, CDP-star luminescence, 1 M DEA, 30 min; stronger effect = higher value; 0 = EDTA background, 1 = DMSO-only activity. activation factor at 20 µM. 200,000 tested, under 10 active;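 active means activation factor at least 2 at 20 µM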
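Dosing: 20 µM single point. System: human TNAP. Amount: TNAP 1/800 final. Incubation: 30 min, room temperature. Read-out: TNAP activation factor scaled between EDTA and DMSO control wells. Signal: luminescence from CDP-star hydrolysis. Medium: 1 M DEA, pH 9.8, Mg2+, Zn2+. Control set: EDTA negative control, DMSO positive control.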
G6PDH counter = L. mesenteroides G6PDH inhibition counter-screen | Purified L. mesenteroides G6PDH, diaphorase/resazurin coupled fluorescence, 45 min | inhibition, % at 5 µM | 200,000 compounds, 0.12% hits; in the data active means inhibition above about 50%
PMI act = increases human mannose-6-phosphate isomerase activity; activation factor at 20 µM; purified human PMI, coupled resazurin fluorescence, 20 min; stronger effect = higher value; 1 = vehicle control, 0 substrate-free wells; P34949; 190,000 compounds, 0.005% hits; AID 1214;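 active means activation factor of 2 or more at 20 µM, relative to plate controls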
Starred values were filed as active, the others as inactive; . = not tested or not shown. This is a random part of the collection; overall some 1.7% were active at least once.

Results follow in this order: HMGR II inh	Diaph inh CS	Diaph act CS	TNAP inh hiacc	FLuc act counter	TNAP inh noacc	PMI act hi M6P	TNAP act hi DEA	G6PDH counter	PMI act
Cc1ccc(NC(=O)C(=O)NCCOc2ccc(Cl)cc2)c(C)c1
 : -4	9	0.9	-3	1	-18	1.1	1	-13	0.9
COC(=O)CC(=O)N1CCN(c2ccc(Cl)c(Cl)c2)CC1
 : -2	9	0.9	-6	1.1	-14	1	1.1	-4	1
Cc1ccc2nc(-c3sc4nc(C)ccc4c3N)[nH]c2c1
 : 26*	6	0.9	6	0.4	-11	1	0.9	-2	1.1
CCOC(=O)C1=C(C)NC(=S)NC1/C=C/c1ccccc1 (stereo unspecified)
 : -3	5	0.9	6	1	11	1	0.9	8	0.9
O=C(O)COc1ccc(S(=O)(=O)NCCc2ccccc2)cc1
 : -1	18	0.8	-4	1	-7	0.9	1	-10	0.8
C/C(CC(=O)c1ccccc1)=N\NC(=O)CC#N
 : 0	-12	1.1	0	1.1	-8	1	1	5	1.1
O=C(N/N=C/c1coc2ccccc2c1=O)c1cc(O)cc(O)c1
 : -2	-4	1	1	1.1	4	1.1	1	9	1
CCN(CC)CCCn1c(=S)[nH]c2ncccc2c1=O
 : -3	13	0.9	-4	1.1	-11	1	1	-4	0.9
Cc1nonc1C(=O)N/N=C/c1ccc(O)c(O)c1
 : 2	41	0.6	6	1	33	0.9	0.9	12	0.5
O=C(CN1CCCCC1)Nc1cc(Cl)ccc1Cl
 : -6	9	0.9	0	1	-9	0.9	1	5	0.9
COC(=O)c1ccccc1NC(=O)c1ccccc1N(C)S(C)(=O)=O
 : 5	19	0.8	2	1	-3	0.9	1	-7	0.8
CCCCNC(c1ccccc1)c1ccncc1 (stereo unspecified)
 : -7	18	0.8	-7	1.1	-13	1	1.1	6	0.9
COC(=O)c1sccc1N/N=C(\C)c1ccc(F)c(Cl)c1
 : -4	-4	1	-10	1	0	1.1	1.1	4	1.2
O=C(O)c1cccc(COCC(F)(F)C(F)F)c1
 : 0	22	0.8	-7	1.2	-8	1.1	1.1	5	1
CC1CCc2nn(CC(=O)NCc3ccco3)cc2C1 (stereo unspecified)
 : 0	17	0.8	-1	1.1	-3	0.9	1	4	0.9
Cc1cc(CNC(=O)COc2ccc([N+](=O)[O-])cc2)c2ccccc2n1
 : -5	-6	1.1	-3	0.9	5	1.2	1	5	1.2
CC1CCN(S(=O)(=O)c2ccc(NC(=O)Cn3nnc(-c4ccccc4)n3)cc2)CC1
 : 1	7	0.9	-9	1.1	-18	1	1.1	-2	1
CCC1(CC)NC(=O)N(CC(=O)OCn2nnc3ccccc3c2=O)C1=O
 : 3	0	1	-2	1	-9	1.1	1	-5	1
CC1(C)COC(c2cc([N+](=O)[O-])ccc2Cl)=N1
 : -2	15	0.8	-5	1	-8	0.9	1	1	0.9
[O-]/C(=C(\C(=S)Nc1ccc(SC(F)F)cc1)[n+]1ccccc1)c1cc(Cl)ccc1Cl
 : -3	5	0.9	0	1	-7	1	1	3	0.9
CCc1nc(SCC(=O)OC(C)C)c2ccccc2n1
 : -2	.	.	-1	1	-8	.	1	10	.
Cc1ccc2c(c1)N(C(=O)c1ccco1)C(C)(C)c1ssc(=S)c1-2
 : -3	12	0.9	6	1.1	-3	0.9	0.9	-1	1
Cc1sc(NC(=O)CN(Cc2ccc(F)cc2)C(=O)C(C)(C)C)c(C(N)=O)c1C
 : 0	18	0.8	3	1	-8	0.9	1	6	0.9
Cc1ccccc1NC(=S)NCc1ccccc1
 : -2	3	1	-4	1	-1	1	1	1	1
CC(=O)N1CCc2c(sc3c2c(=O)n(-c2ccccc2)c(=O)n3Cc2ccccc2Cl)C1
 : 2	7	0.9	2	1	-2	1	1	0	1
CC1=C(C(=O)Nc2ccccc2Cl)C(c2ccc(N(C)C)cc2)NC(=O)N1 (stereo unspecified)
 : -2	-8	1.1	-8	1	-2	1	1.1	8	1.1
CCCn1c(N)c(N2CCCCC2)c(=O)n(CC(=O)Nc2ccccc2)c1=O
 : -1	14	0.9	-8	1.1	12	1.1	1.1	7	1
Cc1ccc(S(=O)(=O)NN2C(=O)c3ccccc3NC2c2cccc(O)c2)cc1 (stereo unspecified)
 : 7	6	0.9	0	1.1	-12	1	1	6	1
Cc1nn(CC(=O)Nc2ccc(C(=O)N(C)C)cc2)c(=O)c2ccccc12
 : -3	10	0.9	-4	1.1	-13	1	1	-3	0.9
CCN1/C(=C/c2ccc3cc(C)ccc3[n+]2CC)Sc2cc(C)c(C)cc21
 : -6	-23	1.2	16	1.1	9	0.9	0.8	7	0.8
CCC(=S)/C=C1\Sc2ccc3ccccc3c2N1CCCS(=O)(=O)O
 : 0	22	0.8	-2	0.9	3	0.8	1	2	0.9
CCOC(=O)C1CCN(C(=O)Cc2ccccc2OC)CC1
 : -2	4	1	-7	1.1	-17	1.1	1.1	7	1.1
Cc1cc(NC(=O)c2ccc(C)s2)n(-c2ccccc2)n1
 : -1	2	1	-6	1	20	1.1	1.1	18	1.2
C#CCN(C)CC/C=C1\c2ccccc2CSc2ccccc21
 : -3	14	0.9	4	1	-3	1	1	0	1
CCCn1nc(C(=O)Oc2ccc3c(C)cc(=O)oc3c2)c2ccccc2c1=O
 : -3	20	0.8	-3	1	-5	1	1	-1	1.1
CCOC(=O)CC(=O)CSc1nc2c(sc(=S)n2-c2ccccc2)c(=O)[nH]1
 : -4	48	0.5	-3	1	-4	1	1	1	1
O=C(C[n+]1cccc(/C=N/O)c1)N1CCCCCC1
 : -2	6	0.9	-6	1.1	-16	1	1.1	-3	1.1
Cc1sc2nc(SCc3nc(-c4ccccc4)no3)n(-c3ccccc3)c(=O)c2c1C
 : -1	13	0.9	0	1	-2	0.8	1	4	0.8
Cc1nn(-c2ccccc2)c(C)c1NS(=O)(=O)c1ccccc1
 : -1	22	0.8	-5	1	-12	0.8	1	-1	0.9
CC1CN(c2ccc([N+](=O)[O-])nc2)CC(C)O1 (stereo unspecified)
 : 0	-2	1	5	1	6	0.9	0.9	3	1.1
Cc1cc(C)c(S(=O)(=O)Nc2ccc3c(c2)CCC3)c(C)c1
 : -5	13	0.9	-2	1	-10	0.9	1	15	0.9
CCCc1cc(=O)oc2cc(C)cc(OC(=O)c3ccco3)c12
 : -1	19	0.8	-5	1.1	-17	1	1	-31	0.9
CC(=O)c1ccc(NC(=O)COc2ccc3c(c2)OCO3)cc1
 : -7	12	0.9	-7	1	-7	0.9	1.1	-2	0.9
COc1ccc(Cl)cc1NC(=O)CSc1nc(N2CCCCC2)nc(N2CCCCC2)n1
 : -1	20	0.8	-4	1	-22	0.8	1	3	0.8
CCC(C)(C)NC(=O)C(c1ccncc1)N(C(=O)Cn1nnc2ccccc21)c1cc2c(cc1C(C)=O)OCO2 (stereo unspecified)
 : -6	-2	1	-2	1	-8	1.1	1	8	1

Continued, starting with the last two of the part before.
Results follow in this order: HMGR II inh	Diaph inh CS	Diaph act CS	TNAP inh hiacc	FLuc act counter	TNAP inh noacc	PMI act hi M6P	TNAP act hi DEA	G6PDH counter	PMI act
COc1ccc(Cl)cc1NC(=O)CSc1nc(N2CCCCC2)nc(N2CCCCC2)n1
 : -1	20	0.8	-4	1	-22	0.8	1	3	0.8
CCC(C)(C)NC(=O)C(c1ccncc1)N(C(=O)Cn1nnc2ccccc21)c1cc2c(cc1C(C)=O)OCO2 (stereo unspecified)
 : -6	-2	1	-2	1	-8	1.1	1	8	1
Cc1ccc(C)c(N2C(=O)c3cc(N4CCOCC4)c([N+](=O)[O-])cc3C2=O)c1
 : -1	23	0.8	0	1.1	0	0.9	1	2	1
Cc1ccc(-n2nc3ccc(NC(=O)C(C)C)cc3n2)cc1
 : -9	28	0.7	-4	0.7	-6	0.9	1	10	1
CC(C)(C)OC(=O)NC1CONC1=O (stereo unspecified)
 : -4	14	0.9	-6	1	-11	0.9	1.1	10	1
Cc1c(NS(=O)(=O)c2ccc(C(=O)NCc3ccccc3)cc2)c(=O)n(-c2ccccc2)n1C
 : -2	5	0.9	0	1.1	-6	1	1	4	1
OCC1(Cc2ccccc2C(F)(F)F)CCN(Cc2ccccc2)CC1
 : -2	34	0.7	-2	1	-3	1	1	6	0.9
COc1cc([N+](=O)[O-])ccc1NC(=O)Nc1ccc2c(c1)OCCO2
 : -3	13	0.9	0	0.9	-11	0.9	1	-6	0.9
NC(=O)CSc1ncnc2c1oc1ccccc12
 : -2	-2	1	-5	1	-14	1.1	1.1	-3	1
CCc1ccccc1NC(=O)CC(O)(C(=O)OC)C(F)(F)F (stereo unspecified)
 : -2	10	0.9	-2	1.2	1	1	1	22	1
O=C(O)C1CCCCC1C(=O)NCCc1ccc(F)cc1 (stereo unspecified)
 : 1	2	1	-2	1	-5	1.1	1	15	1
CN1CCN(S(=O)(=O)c2cccc(C(=O)N3CCc4ccccc43)c2)CC1
 : -5	0	1	-7	1.1	-25	1.1	1.1	5	1.1
Cc1ccc(C(=O)NCCCNc2ccccc2[N+](=O)[O-])cc1
 : -5	-5	1	11	1	6	1	0.9	1	1
COc1cc(-c2nnn(CC(=O)N3CCOCC3)n2)cc(OC)c1OC
 : -1	8	0.9	0	1.1	-15	1	1	4	1
C#CCn1cnc2c(cnn2-c2ccc(C)c(C)c2)c1=O
 : 2	2	1	5	1	-1	1.1	0.9	-3	1
CCOc1ccc(N(C(C)C(=O)N/N=C(\C)C(C)(C)C)S(C)(=O)=O)cc1 (stereo unspecified)
 : -1	14	0.9	-3	1	-8	1	1	-5	1
Cc1cc(C)n(-c2ccc(C(=O)NCc3ccc4c(c3)OCO4)cc2)n1
 : -3	30	0.7	-12	1.1	-6	0.9	1.1	12	1
O=C(CC1S/C(=N/N=C/c2ccco2)NC1=O)Nc1ccccc1 (stereo unspecified)
 : -6	16	0.8	-6	1.1	-10	0.8	1.1	9	0.9
Cc1c(Cl)cccc1NC(=S)N(CCCN1CCOCC1)Cc1ccco1
 : 2	2	1	-4	1	-14	1	1	0	1
